Screens as filed in PubChem.
OX1R antag-1 = OX1R (HCRTR1) antagonists, primary screen, fluorescence, CHO/OX1R cells, Fluo-8 calcium, orexin A; Orexin/Hypocretin receptor type 1 (Homo sapiens), O43613; Fluo-8 calcium fluorescence; inhibition, % at 5 µM; 330,000 compounds, 0.43% hits; AID 434989, 2010;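 active = inhibition above its plate's threshold, mean inhibition of all tested compounds on the plate plus 3 SD, cut at about 37% in these data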;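 note: 0% = orexin A challenge wells and 100% = SB-334867-A antagonist wells; not every result past the cut was called active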
Target sequence (O43613 whole entry, looked up): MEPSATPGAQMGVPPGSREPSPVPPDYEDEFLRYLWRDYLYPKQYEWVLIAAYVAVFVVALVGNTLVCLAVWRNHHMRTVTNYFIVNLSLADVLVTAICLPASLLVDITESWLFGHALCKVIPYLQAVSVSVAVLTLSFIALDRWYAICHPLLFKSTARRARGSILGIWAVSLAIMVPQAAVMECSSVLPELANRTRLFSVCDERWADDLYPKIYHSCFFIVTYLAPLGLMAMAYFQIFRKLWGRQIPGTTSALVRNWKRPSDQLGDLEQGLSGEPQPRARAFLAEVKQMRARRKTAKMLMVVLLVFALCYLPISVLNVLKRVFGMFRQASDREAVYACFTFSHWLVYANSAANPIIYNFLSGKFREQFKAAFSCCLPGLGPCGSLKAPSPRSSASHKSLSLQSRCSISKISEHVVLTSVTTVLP
CHT allo act = CHT positive allosteric modulators, primary screen, cell-based, membrane potential dye, choline EC20 | High affinity choline transporter 1 (Homo sapiens), Q9GZV3 | CHT-expressing cells; active compounds read high; LV-AA mutant CHT in HEK293 cells | B-score at 10 µM | 310,000 compounds, 0.49% hits | AID 488977, 2010;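 active = initial fluorescence not abnormally high and integrated response B-score, plate-corrected, over 3 SD above library mean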
Target sequence (Q9GZV3 whole entry, looked up): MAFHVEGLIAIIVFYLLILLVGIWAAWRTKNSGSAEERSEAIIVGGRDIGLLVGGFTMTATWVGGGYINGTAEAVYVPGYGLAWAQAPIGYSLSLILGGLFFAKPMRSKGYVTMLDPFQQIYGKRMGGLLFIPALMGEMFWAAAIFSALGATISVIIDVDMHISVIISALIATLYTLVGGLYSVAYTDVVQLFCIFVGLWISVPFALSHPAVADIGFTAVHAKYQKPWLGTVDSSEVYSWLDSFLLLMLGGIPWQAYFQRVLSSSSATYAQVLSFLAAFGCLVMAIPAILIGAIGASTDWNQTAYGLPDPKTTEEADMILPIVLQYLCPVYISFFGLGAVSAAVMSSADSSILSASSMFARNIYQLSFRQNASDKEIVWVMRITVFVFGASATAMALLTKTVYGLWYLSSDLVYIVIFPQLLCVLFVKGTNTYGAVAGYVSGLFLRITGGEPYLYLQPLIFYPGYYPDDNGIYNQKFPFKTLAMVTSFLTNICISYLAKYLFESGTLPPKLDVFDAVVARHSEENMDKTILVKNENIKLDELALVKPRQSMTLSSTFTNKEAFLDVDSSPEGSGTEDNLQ
OX1R antag-2 = antagonists of human orexin 1 receptor (OX1R); Orexin/Hypocretin receptor type 1 (Homo sapiens), O43613; OX1R-expressing cells, FRET antagonist read-out; inhibition, % at 6.6 µM; 330,000 compounds, 1.8% hits; AID 485270, 2010; in the data active = inhibition mostly above about 38%, no sharp cut-off; inactive = mostly below about 40%;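 note: 0% = agonist challenge alone and 100% = reference antagonist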
Active calls of the source: *; i = inactive; nt = no result given.

| cpd | Compound | OX1R antag-1 | CHT allo act | OX1R antag-2 |
| --- | --- | --- | --- | --- |
| 1 | CC(=O)Nc1ccc(N(C(=O)CNC(=O)c2ccco2)C(C(=O)NC2CCCC2)c2ccco2)cc1 (stereo unspecified) | 0 | i | 8 |
| 2 | Cc1onc(-c2ccccc2)c1C(=O)OCC(=O)N(C)c1c(N)n(Cc2ccccc2)c(=O)[nH]c1=O | -30 | i | 7 |
| 3 | COc1ccccc1CNCC(=O)N1CC(=O)Nc2ccccc21 | -17 | i | 5 |
| 4 | O=C(CNC(=O)c1ccccc1)NCC1COc2ccccc2O1 (stereo unspecified) | -20 | i | 27 |
| 5 | COc1ccc(NC(=O)c2ccc(COc3ccccc3Br)o2)cc1OC | -22 | i | 45 |
| 6 | Cc1ccc(S(=O)(=O)CC(=O)Nc2nc(-c3ccccc3)cs2)cc1 | -10 | i | 12 |
| 7 | Cc1cc(C)c(C(=O)C(C)OC(=O)Cc2n[nH]c(=O)c3ccccc23)cc1C (stereo unspecified) | 2 | i | 50 |
| 8 | C=CCn1c(SCc2nc3ccccc3c(=O)[nH]2)nnc1-c1cc2cc(Cl)ccc2o1 | -18 | i | 14 |
| 9 | COc1ccc(NC(=O)CSc2nnnn2-c2ccccc2F)cc1 | -13 | i | 10 |
| 10 | COc1ccc(-c2nc(CS(=O)CC(=O)NCc3ccc4c(c3)OCO4)c(C)o2)cc1 (stereo unspecified) | -36 | i | 18 |
| 11 | CC1CC(C)CN(C(=S)Nc2ccc3nc4n(c(=O)c3c2)CCCCC4)C1 (stereo unspecified) | -31 | i | 19 |
| 12 | Cc1ccc(-c2cc(C(F)(F)F)nn2-c2ccc(S(N)(=O)=O)cc2)cc1 | -18 | i | 18 |
| 13 | Cc1onc(-c2ccc(Cl)cc2Cl)c1-c1csc(COc2ccccc2)n1 | -7 | i | 11 |
| 14 | CC(=O)c1ccsc1-c1c(C)cc2oc(=O)cc(-c3ccccc3)c2c1C | -15 | nt | 24 |
| 15 | O=C(NC1CC1)c1ccc(CSCc2ccccc2Cl)o1 | -4 | i | 14 |
| 16 | COc1ccc(-n2c(Cc3cccn3C)nnc2SCC(=O)Nc2ccc(F)cc2)cc1 | -8 | i | 2 |
| 17 | CCc1nnc(NC(=O)CSc2nnc(CNc3ccc(OC)cc3)n2C)s1 | -18 | i | 12 |
| 18 | CCN(CC(=O)NCc1ccc(F)cc1)C(=O)c1cc2ccccc2o1 | -20 | i | 6 |
| 19 | CC(=O)Nc1ccc(S(=O)(=O)Nc2ccc3c(c2)OCCO3)cc1 | -7 | i | 15 |
| 20 | O=C(COC(=O)c1ccncc1)Nc1cc(Cl)ccc1Cl | -14 | i | 7 |
| 21 | Cc1c(Cl)cccc1NC(CC(=O)c1ccccc1)C(=O)O (stereo unspecified) | -23 | i | 12 |
| 22 | Cc1ccc(C(=O)OCC(=O)N2CC(C)OC(C)C2)cc1 (stereo unspecified) | -1 | i | 11 |
| 23 | Cc1oc2cc(OC(C)C(=O)O)ccc2c(=O)c1Oc1ccccc1 (stereo unspecified) | 0 | i | 10 |
| 24 | CN(C)/C=C(\C#N)C(=O)c1cccnc1Oc1cccc(F)c1 | 1 | i | 11 |
| 25 | C/C(=N/OC(=O)c1c(-c2ccccc2Cl)noc1C)c1cnccn1 | -16 | i | 26 |
| 26 | C=CCn1c(SCC(=O)Nc2cc(NC(C)=O)ccc2OC)nnc1-c1cccnc1 | 10 | i | 5 |
| 27 | Cc1ccc(C)c(S(=O)(=O)N2CCN(C(=O)c3ccncc3)CC2)c1 | -17 | i | 23 |
| 28 | CC(C)C(C)NC(=O)COC(=O)c1cc(S(=O)(=O)N(C)C)ccc1N1CCCC1 (stereo unspecified) | 6 | i | 4 |
| 29 | CCOC(=O)N1CCN(C(=O)C2CCN(c3ncnc4c3sc3cccc(F)c34)CC2)CC1 | 66* | i | 49 |
| 30 | Cc1c(O)c(CN2CCCCC2)cc2c1oc(=O)c1ccccc12 | -4 | i | 9 |
| 31 | C[C@@H](O)[C@H]1O[C@]2(C)CCC[C@H]1O2 | -9 | nt | 4 |
| 32 | Cn1nnnc1SCC(=O)NNC(=O)c1ccc(Cl)cc1 | -4 | i | 12 |
| 33 | CC(=O)Nc1ccc(S(=O)(=O)N(C)CC(=O)OC2CCCCC2=O)cc1 (stereo unspecified) | -13 | nt | 6 |
| 34 | O=S(=O)(Nc1ccc(-c2cn3c(n2)SCC3)cc1)c1ccccc1F | 0 | i | 14 |
| 35 | S=C(Nc1ccc(Cl)cc1Cl)NC1CCCCC1 | 9 | i | 28 |
| 36 | CC[n+]1c(C)sc2sc3ccccc3c21 | -6 | 13* | 18 |
| 37 | CC1Cc2ccccc2N1C(=O)CN(C)CC(=O)Nc1ccc(OC(F)(F)F)cc1 (stereo unspecified) | -24 | nt | 6 |
| 38 | Cc1ccn2cc(CCNS(=O)(=O)c3ccc4ccccc4c3)nc2c1 | -9 | i | 9 |
| 39 | O=C1c2ccccc2C(=O)C12OC(c1ccccc1)C1(C(=O)c3ccccc3C1=O)C2c1ccc([N+](=O)[O-])cc1 (stereo unspecified) | -1 | i | 23 |
| 40 | Cc1cc(=O)[nH]c(SCc2nc3ncccn3c2Br)n1 | -1 | i | 6 |
| 41 | N#Cc1c(-c2ccco2)cc(C2CC2)nc1SCC(=O)c1ccccc1 | -18 | i | 24 |
| 42 | COC(=O)c1ccccc1NC(=O)CN1CCC(NC(=O)c2ccccc2C)CC1 | -11 | i | 20 |
| 43 | CC(=O)NCC(=O)OCC(=O)c1ccc2ccccc2c1 | -8 | i | 2 |
| 44 | CCN(CC)S(=O)(=O)c1ccc2[nH]cc(C(=O)NCCN3CCCCC3C)c(=O)c2c1 (stereo unspecified) | 2 | i | 8 |
| 45 | CCOC(=O)C1(Cc2cccc(OC)c2)CCCN(CCO)C1 (stereo unspecified) | -20 | i | 12 |
| 46 | O=S(=O)(Nc1ccc(S(=O)(=O)N2CCOCC2)cc1)c1ccc(Br)cc1 | -8 | i | 7 |
| 47 | COc1cccc(OCC(=O)O/N=C(\N)c2ccncc2)c1 | -4 | i | 19 |
| 48 | Cc1ccc2c(c1)N(C(=O)CCC(=O)Nc1ccccc1Cl)CC(C)O2 (stereo unspecified) | -21 | i | 14 |
| 49 | CCOC(=O)CN(C(=O)COc1nc(C)cc(C)c1C#N)c1cccc(Cl)c1 | -19 | i | 12 |
| 50 | O=C(O)c1ccc(N=Nc2c(O)ccc3ncccc23)cc1 | -3 | i | 18 |
| 51 | CCOc1ccccc1NC(=O)C1CCN(S(=O)(=O)c2c(C)noc2C)CC1 | -25 | i | 12 |
| 52 | COC(=O)CCNc1n[nH]c(=O)[nH]c1=O | -10 | i | 17 |
| 53 | CCCS(=O)(=O)c1c(S(=O)(=O)CCC)c2c3ccccc3ccn2c1C(=O)OC | -43 | i | 22 |
| 54 | CC1CN(Cc2nc3c(c(=O)n(C)c(=O)n3C)n2CCCc2ccccc2)CC(C)O1 (stereo unspecified) | -26 | i | 10 |
| 55 | O=c1[nH]nc(CNc2cccc(C(F)(F)F)c2)c2ccccc12 | -27 | i | 9 |
| 56 | CC(C)c1onc(C(=O)Nc2cccc(Cl)c2)c1[N+](=O)[O-] | -6 | i | 15 |

Next results
| cpd | Compound | OX1R antag-1 | CHT allo act | OX1R antag-2 |
| --- | --- | --- | --- | --- |
| 57 | CCOC(Cn1c(-c2ccc(OC)cc2)nc2ccccc21)OCC | -35 | i | 17 |
| 58 | Cn1c(=O)c(S(=O)C2CCCCC2)c(O)c2ccccc21 (stereo unspecified) | 0 | i | 0 |
| 59 | CC1CCCC(C)N1c1nnc(NC(=O)c2cc(-c3ccc(Br)cc3)on2)s1 (stereo unspecified) | -22 | i | 6 |
| 60 | COc1ccccc1N1CCN(C(=O)c2ccc(Cl)c(S(=O)(=O)N3CCCC3)c2)CC1 | -25 | i | 10 |
| 61 | Cc1cc(NC(=O)c2cc(C)on2)n(-c2ccccc2)n1 | 10 | i | 14 |
| 62 | Nc1cc(C(=O)OCC(=O)N2CCCC2=O)ccc1Cl | 7 | i | 4 |
| 63 | O=C(O)c1ccc(N/N=C2/CCCc3ccccc32)cc1 | 3 | i | 7 |
| 64 | O=C(CN(Cc1ccc(Cl)cc1)C(=O)c1csnn1)NCc1ccccc1 | -26 | i | 9 |
| 65 | Cc1cc(C)c(C#N)c(SCc2ccc(F)cc2)n1 | -26 | i | 16 |
| 66 | Cc1cc(C)n(CC2CC(=O)N(c3ccc(Cl)cc3)C2=O)n1 (stereo unspecified) | -21 | i | 1 |
| 67 | CCCCC[n+]1ccn(C2=C([O-])c3ccccc3C(=O)/C2=N\S(=O)(=O)c2ccccc2)c1 | -30 | i | 100* |
| 68 | COC(=O)c1ccccc1-c1c2ccc(=N)cc-2oc2cc(N)ccc12 | 112* | nt | 30* |
| 69 | Cc1ccc(-c2nnc(SCc3nc(N)nc(Nc4ccccc4C)n3)n2N)cc1 | -7 | i | 14 |
| 70 | O=[N+]([O-])c1ccc(N(c2ccccc2)c2ccccc2)cc1 | 0 | i | 3 |
| 71 | Cc1cc(C)n(CC(=O)NNC(=O)c2ccc(OC(F)(F)F)cc2)n1 | -24 | nt | 9 |
| 72 | Cc1cc(C)cc(OCC(=O)Nc2ccc(N3CCN(C(=O)c4ccco4)CC3)cc2)c1 | 10 | i | 26 |
| 73 | NS(=O)(=O)c1ccc(NC(=S)N2CCN(c3ccc(Cl)c(Cl)c3)CC2)cc1 | 24 | i | 12 |
| 74 | CCOC(=O)N1CCN(CC(=O)Nc2c(C(=O)OC)[nH]c3ccccc23)CC1 | -23 | i | 15 |
| 75 | Cc1nn(C)c(Oc2ccccc2)c1CCNS(=O)(=O)c1ccccc1 | -6 | i | 30 |
| 76 | COCCn1c(C)cc(C(=O)CSc2ccc(NC(C)=O)cc2)c1C | -19 | i | 17 |
| 77 | Cc1ccc(NC(=O)C2CCN(S(=O)(=O)c3ccc4c(c3)OCCO4)CC2)nc1 | 1 | i | 1 |
| 78 | CCC(OC(=O)CN1C(=O)C(=O)c2ccccc21)C(=O)Nc1ccc(S(N)(=O)=O)cc1 (stereo unspecified) | -26 | i | 50* |
| 79 | CCCc1cc(=O)oc2c(C)c(OCC(=O)N3CCC(C(=O)O)(c4ccccc4)CC3)ccc12 | -13 | i | 11 |
| 80 | Cc1nc2ncnn2c(N2CCN(C(=O)Cc3cccs3)CC2)c1C | 3 | i | 17 |
| 81 | CCOc1cc(/C=N/O)cc(Br)c1OCC(=O)NCc1ccccc1 | -28 | i | 21 |
| 82 | O=[N+]([O-])c1cccc2ccc(/C=C/c3ccc(F)cc3)nc12 | -23 | i | 11 |
| 83 | OCc1cccc[n+]1CCc1ccccc1 | -11 | i | 5 |
| 84 | COc1ccccc1Cn1c(-c2ccccc2OC)nc2ccccc21 | -28 | i | 17 |
| 85 | CCCCn1c(=O)nc2n(-c3ccc(Cl)cc3)c3ccccc3cc-2c1=O | -13 | i | 22 |
| 86 | Cn1cccc1/C=N/NC(=O)C12CC3CC(CC(C3)C1)C2 | -9 | i | 13 |
| 87 | O=C(NCCCN1CCOCC1)C(=O)N/N=C/c1c(Cl)cccc1Cl | 0 | i | 20 |
| 88 | CCN(CC)S(=O)(=O)c1ccc(C(=O)NC(=S)N(CCC#N)Cc2cccnc2)cc1 | 1 | i | 11 |
| 89 | CCN(CC)S(=O)(=O)c1ccc(N2CCCC2)c(NC(=O)Cc2ccccc2)c1 | -29 | i | 16 |
| 90 | CCCOc1ccc(/C=C/C(=O)N2CCOCC2)cc1 | -13 | i | 4 |
| 91 | O=C(NCc1ccco1)c1ccc(=O)[nH]n1 | -3 | i | 17 |
| 92 | CCC(C)(C)NC(=O)C(c1ccc(C)cc1)N(Cc1ccco1)C(=O)CCC(=O)Nc1nccs1 (stereo unspecified) | -4 | i | 10 |

In another format: 2 of the compounds above.
89. CCN(CC)S(=O)(=O)c1ccc(N2CCCC2)c(NC(=O)Cc2ccccc2)c1
  OX1R antag-1 = -29 | CHT allo act = i | OX1R antag-2 = 16
90. CCCOc1ccc(/C=C/C(=O)N2CCOCC2)cc1
  OX1R antag-1 = -13 | CHT allo act = i | OX1R antag-2 = 4

Molecules shown so far containing an aryl methoxy group (twelve):
| cpd | Compound | OX1R antag-1 | CHT allo act | OX1R antag-2 |
| --- | --- | --- | --- | --- |
| 3 | COc1ccccc1CNCC(=O)N1CC(=O)Nc2ccccc21 | -17 | i | 5 |
| 5 | COc1ccc(NC(=O)c2ccc(COc3ccccc3Br)o2)cc1OC | -22 | i | 45 |
| 9 | COc1ccc(NC(=O)CSc2nnnn2-c2ccccc2F)cc1 | -13 | i | 10 |
| 10 | COc1ccc(-c2nc(CS(=O)CC(=O)NCc3ccc4c(c3)OCO4)c(C)o2)cc1 (stereo unspecified) | -36 | i | 18 |
| 16 | COc1ccc(-n2c(Cc3cccn3C)nnc2SCC(=O)Nc2ccc(F)cc2)cc1 | -8 | i | 2 |
| 17 | CCc1nnc(NC(=O)CSc2nnc(CNc3ccc(OC)cc3)n2C)s1 | -18 | i | 12 |
| 26 | C=CCn1c(SCC(=O)Nc2cc(NC(C)=O)ccc2OC)nnc1-c1cccnc1 | 10 | i | 5 |
| 45 | CCOC(=O)C1(Cc2cccc(OC)c2)CCCN(CCO)C1 (stereo unspecified) | -20 | i | 12 |
| 47 | COc1cccc(OCC(=O)O/N=C(\N)c2ccncc2)c1 | -4 | i | 19 |
| 57 | CCOC(Cn1c(-c2ccc(OC)cc2)nc2ccccc21)OCC | -35 | i | 17 |
| 60 | COc1ccccc1N1CCN(C(=O)c2ccc(Cl)c(S(=O)(=O)N3CCCC3)c2)CC1 | -25 | i | 10 |
| 84 | COc1ccccc1Cn1c(-c2ccccc2OC)nc2ccccc21 | -28 | i | 17 |
